B2AR arrestin = agonists driving beta-arrestin recruitment to human beta2-adrenergic receptor. beta-arrestin recruitment to beta2AR, cell-based reporter. Potency, µM (titrated, usually from 46.1 µM), for the others: at the highest dose activation, hits mostly activators. 330,000 tested, 0.02% active. P07550;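 further: potency means the concentration at half of the fitted maximal effect; 0% = DMSO controls and full agonism = EC100 isoproterenol or metaproterenol; nearly all actives have a fitted effect of over 65% in size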
KCNH2 3.1 block = inhibitors of human KCNH2 3.1 potassium channel isoform; U2OS KCNH2 3.1, thallium flux FluxOr; active compounds read low; activity change, % (tested at about 1.8 µM); AID 720553; 340,000 tested, 0.95% active;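 active means maximum activity change below -70%; inconclusive means maximum activity change from -70% to -50%; inactive means maximum activity change above -50%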;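 further: thallium influx rate constant from kinetic fluorescence after stimulation buffer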
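We transduce U2OS cells with the mutant 3.1 virus, culture them overnight, load FluxOr with Red40 quencher for 45 min, then add stimulation buffer and read kinetically for 2 min to derive a normalized rate constant.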
PKM2 act = PKM2 (human) enzyme activation; P14618; AID 1631; Potency, µM (doses to about 57.5 µM), without a hit: top-dose activation, actives largely listed as activators; purified PKM2, Kinase-Glo ATP luminescence, activation; response scale: 0% is enzyme alone, no compound; 260,000 tested, 0.34% active; further: potency means the concentration at half of the fitted maximal effect; nearly all actives have a fitted effect of over 55% in size
Target sequence (P14618 whole entry, looked up): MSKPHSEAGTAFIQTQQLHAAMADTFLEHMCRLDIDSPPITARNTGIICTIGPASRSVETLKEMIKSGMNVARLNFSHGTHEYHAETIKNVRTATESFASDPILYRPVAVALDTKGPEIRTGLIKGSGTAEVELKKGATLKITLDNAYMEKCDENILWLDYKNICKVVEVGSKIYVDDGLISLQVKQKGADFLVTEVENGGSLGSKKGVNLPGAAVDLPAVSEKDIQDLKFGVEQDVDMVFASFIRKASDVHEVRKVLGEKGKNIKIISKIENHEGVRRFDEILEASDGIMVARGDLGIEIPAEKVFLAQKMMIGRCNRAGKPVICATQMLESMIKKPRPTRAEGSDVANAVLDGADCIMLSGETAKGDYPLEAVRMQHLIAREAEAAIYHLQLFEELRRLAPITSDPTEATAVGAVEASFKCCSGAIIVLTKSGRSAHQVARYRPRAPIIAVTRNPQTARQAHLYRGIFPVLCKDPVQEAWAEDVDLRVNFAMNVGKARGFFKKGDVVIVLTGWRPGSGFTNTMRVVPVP
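hPK-M2, >95% pure; 0.1 mM ADP / 0.5 mM PEP final; imidazole pH7.2 buffer w/ 7 mM MgCl2, 50 mM KCl; 1 h RT; Kinase-Glo lum. Intermediate enzyme activity for dual inhibitor/activator qHTS.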
FBPA coupling cs = inhibits coupling enzyme system, counter-screen for aldolase hits | 290,000 tested, 0.67% active | activity change, negative = inhibition, % at 58.2 µM, hits read low | coupling enzyme system counterscreen, AmpLite Red fluorescence | AID 2472; in the data active means activity change below about -30%
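Activity here indicates interference with the coupling reaction, not aldolase inhibition. Compounds at 57.5 uM final met coupling enzymes for 10 min at RT; substrate and AmpLite Red detection followed, with a 525/598 nm fluorescence read after 20 min.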
GALK inh = blocks human galactokinase activity; P51570; Purified GALK, Kinase-Glo residual ATP luminescence; Potency, µM (top dose mostly 57.5 µM), inactives show top-dose activity change, negative = inhibition, usual class: inhibitors; 270,000 tested, 0.007% active; further: potency means the concentration at half of the fitted maximal effect
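Luminescence from leftover ATP (Ultra-Glo luciferase/luciferin) served as read-out after a 1 h room-temperature reaction of 5 nM GALK with 35 uM ATP and 100 uM galactose.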
hERG WT inh = KCNH2 (human, wildtype) channel inhibition | Q12809 | U2OS, BacMam KCNH2, thallium flux FluxOr; active compounds read low | activity change, % at 1.84 µM | 340,000 tested, 0.37% active | AID 720551;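 active means maximum activity change below -70%; inconclusive means maximum activity change between -70% and -50%; inactive means maximum activity change above -50%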
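U2OS cells transduced with wild-type KCNH2 virus are loaded with FluxOr dye for 45 min, and thallium flux is measured in kinetic reads before and after stimulation buffer. Rate constants are normalized to DMSO controls.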
Giardia kill = Giardia lamblia killing; Giardia lamblia trophozoite viability; activity change, % at 7.66 µM, hits read low; 340,000 tested, 0.15% active; AID 540267; in the data active means activity change below about -80%; inconclusive means between about -30% and that limit;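 further: parasites exposed to compound for two days anaerobically before the ATP read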
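Giardia trophozoites, 100 cells per well, were exposed to compounds for 48 hrs at 37 deg C under anaerobic conditions; viability was then read as ATP content by bioluminescence after 15-30 min at room temperature.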
uPA surface inh = inhibitors of cell surface uPA generation. cell surface uPA generation assay, qHTS. 330,000 tested, 0.31% active. AID 540303. Potency, µM (top dose mostly 38.3 µM), for the others: at the top dose activity change, negative = inhibition, usual class: inhibitors; active means well fitted inhibition curve with a large enough effect; inconclusive means small, poorly fitted or top-dose-only effect; inactive means no such curve, though single readings can be large or run the other way; tested in mouse RAW 264.7 cells; further: potency means the concentration at half of the fitted maximal effect; nearly all actives have a fitted effect of over 55% in size
USP2a block = USP2a (human) protease inhibition. USP2 core, Ub-CHOP2 coupled fluorogenic reporter, 485/531. Potency, µM (series often up to 38.3 µM), for the others: at the top dose activity change, negative = inhibition, most hits filed as inhibitors. 330,000 tested, 0.01% active. AID 463254;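 further: potency means the concentration at half of the fitted maximal effect; plate controls were DMSO wells for no effect and full inhibition by NEM control for full effect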
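Deubiquitinase activity read as fluorescence (485/531 nm) after Ub-CHOP2 cleavage activates the enterokinase reporter on its substrate; USP2 core 10nM, Ub-CHOP2 and substrate 25nM each, 30min compound preincubation then 60min RT; data normalized to NEM, curves fitted.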
Eya2 phos inh = blocks the phosphatase activity of human Eya2; recombinant Eya2, OMFP fluorescence dephosphorylation (OMFP is methylfluorescein phosphate); Potency, µM (highest dose often 76.9 µM), without a hit: at the highest dose activity, negative = inhibition, most hits filed as inhibitors; 330,000 tested, 0.006% active; further: potency means the concentration at half of the fitted maximal effect
Target sequence (O00167 whole entry, looked up): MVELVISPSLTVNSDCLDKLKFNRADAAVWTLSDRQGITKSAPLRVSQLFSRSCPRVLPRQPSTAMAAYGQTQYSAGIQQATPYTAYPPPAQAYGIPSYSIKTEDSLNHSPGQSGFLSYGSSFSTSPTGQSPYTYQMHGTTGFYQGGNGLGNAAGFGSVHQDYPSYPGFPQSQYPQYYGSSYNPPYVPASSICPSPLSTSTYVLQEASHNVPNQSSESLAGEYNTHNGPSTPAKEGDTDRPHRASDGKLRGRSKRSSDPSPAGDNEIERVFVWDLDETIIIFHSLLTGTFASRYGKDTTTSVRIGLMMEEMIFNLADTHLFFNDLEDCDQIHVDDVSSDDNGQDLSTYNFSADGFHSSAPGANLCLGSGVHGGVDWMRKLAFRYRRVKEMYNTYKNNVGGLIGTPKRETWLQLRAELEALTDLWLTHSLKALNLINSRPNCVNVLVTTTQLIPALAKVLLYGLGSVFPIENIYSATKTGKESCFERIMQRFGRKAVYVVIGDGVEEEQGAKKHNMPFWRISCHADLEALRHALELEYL
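Eya2 (0.2 uM) preincubated 10 min at ambient with compound, then OMFP substrate added at 50 uM; 10 min reaction in 50 mM HEPES pH 7.5, 50 mM NaCl, 5 uM MgCl2, 0.05% BSA, 1 mM DTT. Fluorescence read at Ex 485/Em 525 nm.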
Chronic BCR inh = chronic active BCR signaling inhibition; ABC-DLBCL IkBa-CBG/CBR reporter, luminescence ratio, 4 h; Potency, µM (titrated, usually from 46.1 µM), without a hit: top-dose ratio change, negative = lower green/red ratio, hits mostly inhibitors; 340,000 tested, 0.05% active; AID 493014; active means well fitted inhibition curve with a large enough effect in the signal ratio, with a control signal flat, not every such curve was filed as active; inconclusive means small, poorly fitted or top-dose-only effect, or effect the other way, or a change in a side signal; the % refers to the signal ratio;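 further: potency means the concentration at half of the fitted maximal effect; plate controls were basal doxycycline-induced cells for no effect and cells given 10 µM MG132 for full effect; MG132 reads +100%, hits lower the ratio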
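Compounds up to 46 uM were incubated four hours with TMD8 cells whose green CBG68 luciferase is fused to IkappaBalpha; red CBR luminescence normalised the signal, and concentration-effect curves were fitted to fusion, red and ratio data.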
Active calls of the source: *; u = inconclusive; x = not tested or not shown; [ ] = dose if it differs, or a comment. Unless noted, the call rests on the fitted dose curve; in most records, active means well fitted curve in the direction sought with a large enough effect; inconclusive means small, poorly fitted or top-dose-only effect, or another doubt; inactive means no such curve, though single readings can be large; an effect the other way counts as inactive or inconclusive. Unless noted, on the % scale 0 is the no-effect control and ±100 the full control effect.

canonical_smiles	B2AR arrestin	KCNH2 3.1 block	PKM2 act	FBPA coupling cs	GALK inh	hERG WT inh	Giardia kill	uPA surface inh	USP2a block	Eya2 phos inh	Chronic BCR inh
CCOC(=O)c1[nH]c2ccc(OC)cc2c1NC(=S)N1CCN(c2ccc(F)cc2)CC1	2.2%	3	3%	3	-2%	12	18	-1%	5%	3%	-14%
CC(C)C(OC(=O)c1nsc(Cl)c1Cl)C(=O)NC1CCCCC1 (stereo unspecified)	-0.1%	20	3%	1	6%	-7	12	1%	3%	4%	1%
COC(=O)c1c(C(=O)OC)c(-c2ccc(F)cc2)n2c1CS(=O)(=O)C2	0.1%	-2	x	1	-3%	-19	-7	-8%	4%	-2%	6%
Cc1ccccc1-c1nc(-c2ccc(NC(=O)c3ccc(Br)o3)cc2)no1	-0.3%	-26	-8%	-3	-2%	-6	12	x	0%	3%	9%
Cc1nnc(OCc2nc3ccccc3n2C)c2ccccc12	-0.1%	17	-4%	0	0%	4	13	9%	1%	11%	u
N#CCCSc1ncnc2c1oc1ccccc12	-0.3%	-9	8%	7	-2%	-34	4	x	-6%	11%	-4%
CCNS(=O)(=O)c1ccc(OC)c(C(=O)NC2CCCCC2)c1	-0.1%	-9	11%	2	-1%	2	10	2%	0%	9%	-5%
Cc1ccc(-c2nnn(CC(=O)NCC3CC3)n2)o1	0.4%	-3	-4%	4	2%	-11	-2	8%	1%	11%	7%
COc1ccc(C(c2nnnn2CS(=O)(=O)c2ccc(C)cc2)N2CCN(c3ncccn3)CC2)cc1 (stereo unspecified)	-0.8%	5	-2%	-4	0%	19	1	-11%	3%	0%	6%
COc1cccc(CN2CCN(C3CSCCSC3)CC2CCO)c1 (stereo unspecified)	0.1%	-5	-4%	-32*	6%	-1	-1	0%	-6%	5%	-28%
Cc1cccc(Cc2cnc(NC(=O)C3=NCCN3)s2)c1	0.1%	-2	-6%	-5	1%	-22	2	-4%	1%	-26%	-5%
CC(=O)Nc1ccc(NS(=O)(=O)c2cccc3ccccc23)cc1	-0.7%	-2	1%	-13	0%	4	3	x	-3%	-16%	-2%
CCCC/C(O)=C1\C(=O)CC(C)(C)CC1=Nc1ccc(N)cc1	0.1%	0	-1%	2	-2%	-32	u	x	2%	7%	0%
CN(C)S(=O)(=O)c1ccc(C(=O)NCC2(N3CCCCC3)CCCCC2)cc1	0.1%	-33	-1%	-2	-1%	-5	4	-3%	3%	5%	0%
COc1ccc(C(=O)NNC2=CC(=O)CC(C)(C)C2)cc1OC	3.6%	3	4%	-1	2%	3	8	4%	1%	-12%	-1%

Only uPA surface inh and GALK inh, for 3 of the compounds above:
SMILES | uPA surface inh | GALK inh
CCNS(=O)(=O)c1ccc(OC)c(C(=O)NC2CCCCC2)c1 | 2% | -1%
Cc1ccc(-c2nnn(CC(=O)NCC3CC3)n2)o1 | 8% | 2%
COc1ccc(C(c2nnnn2CS(=O)(=O)c2ccc(C)cc2)N2CCN(c3ncccn3)CC2)cc1 (stereo unspecified) | -11% | 0%

Following part
canonical_smiles	B2AR arrestin	KCNH2 3.1 block	PKM2 act	FBPA coupling cs	GALK inh	hERG WT inh	Giardia kill	uPA surface inh	USP2a block	Eya2 phos inh	Chronic BCR inh
CN(Cc1nc(-c2ccccc2)no1)C1CCOCC1	-0.1%	13	0%	0	4%	-30	3	-3%	0%	15%	u
CC[n+]1c(/C=C/Nc2ccccc2)sc2ccccc21	-1.6%	1	-13%	4	-1%	24	41[activator]	-11%	-3%	-37%	8%
FC(F)(F)c1cccc(-c2nc(-c3ccncc3)no2)c1	0.1%	10	x	0	1%	1	6	9%	-2%	11%	u
COc1ccc(OC)c(C(O)c2nc3ccccc3n2C)c1 (stereo unspecified)	0.3%	-3	-3%	1	-3%	-1	4	16%	0%	-3%	4%
CN(C(=O)c1ccc(Cl)c([N+](=O)[O-])c1)C1(C)CCS(=O)(=O)C1 (stereo unspecified)	-0.1%	8	x	x	x	0	0	-1%	1%	19%	u
NNC(=O)CSc1nnnn1-c1ccccc1	-0.3%	-1	-5%	0	4%	-3	-11	7%	-1%	-22%	-22%
O=S1(=O)CCC(n2ncc3c2/C(=C/c2ccccc2)CC3)C1 (stereo unspecified)	0.3%	-13	26%	0	11%	-2	-14	5%	-2%	5%	10%
N=C1C(c2nc3ccccc3[nH]2)=C(O)CN1c1ccc(CC(=O)O)cc1	-0.4%	8	-1%	0	0%	8	3	x	6%	-30%	-1%
O=C(c1ccc(F)cc1)N1CCN(C(=O)c2ccc([N+](=O)[O-])cc2)CC1	0.1%	8	-1%	2	11%	2	2	-3%	-1%	-1%	-8%
COc1cc(-c2nnc(SCC3(c4ccccc4)OCCO3)o2)cc(OC)c1OC	0.1%	1	7%	-3	-2%	6	8	-6%	-9%	5%	u
Nc1ccc(CSc2ccc(Cl)cc2)cc1	0.1%	6	2%	-1	0%	5	4	-5%	4%	-24%	u
CCOC(=O)C1CCCN(C(=O)c2ccc3nc(-c4ccccc4)c(-c4ccccc4)nc3c2)C1 (stereo unspecified)	0.1%	4	x	x	-6%	8	-21	-1%	2%	-9%	14%
Cc1csc2c(SCC(=O)NNC(=O)C(Cl)Cl)ncnc12	-0.5%	-1	-9%	11	x	29	-3	-14%	-2%	-3%	u
Cc1oc(C(=O)O)cc1COc1ccc2c3c(c(=O)oc2c1C)CCCC3	-0.1%	x	2%	1	-2%	x	x	x	-2%	-9%	3%
COc1cc(NC(=O)c2ccc(Cl)cc2)c(Cl)cc1NC(=O)c1cccnc1	-1.0%	-4	-1%	3	-6%	u	-6	4%	0%	5%	0%

Next part:
canonical_smiles	B2AR arrestin	KCNH2 3.1 block	PKM2 act	FBPA coupling cs	GALK inh	hERG WT inh	Giardia kill	uPA surface inh	USP2a block	Eya2 phos inh	Chronic BCR inh
CCOC(=O)CC(=O)CSc1nc2c(C)c(C)ccc2cc1C	-0.1%	12	-2%	6	-1%	-1	-3	0%	-2%	1%	u
O=C(COc1ccccc1Cl)NCCCNC(=O)c1ccco1	0.4%	-15	x	0	1%	0	7	-1%	-1%	-1%	u
CSc1cccc(N2CC(C(=O)N(CC(C)C)c3c(N)n(Cc4ccccc4)c(=O)[nH]c3=O)CC2=O)c1 (stereo unspecified)	-0.2%	-5	x	x	x	13	-3	3%	1%	0%	3%
Cc1ccc(CNC(=O)CCCn2c(=O)c3ccccc3n(CC(=O)NC3CCCC3)c2=O)cc1	-0.2%	-19	8%	3	0%	-11	-6	-8%	-1%	5%	7%
CC(C)N(Cc1nc(-c2ccc(Cl)cc2)no1)C(=O)CCCN1C(=O)c2ccccc2C1=O	0.5%	-21	-1%	0	0%	7	-20	8%	-8%	-3%	u
COC(=O)C1=C(N)Oc2cc(C)n(Cc3ccco3)c(=O)c2C1c1cccc(Cl)c1 (stereo unspecified)	-0.5%	-3	0%	0	-4%	-12	u	7%	1%	-28%	1%
O=C(CCC(=O)OCC(=O)c1ccc(Br)cc1)Nc1ccc(Br)c2cccnc12	0.4%	5	-4%	2	0%	-1	-11	2%	-1%	11%	u
CN(C)/C=C1\N=C(c2ccc(Cl)cc2Cl)OC1=O	0.2%	5	2%	0	-1%	7	6	x	6%	-11%	u
CC(CCc1ccccc1)NC(=O)CCCn1ncn2c(cc3occc32)c1=O (stereo unspecified)	0.3%	0	x	x	3%	-1	-7	-14%	1%	1%	-1%
COc1ccc(S(=O)(=O)N2CCCC(C(=O)NCC3CCCO3)C2)cc1C (stereo unspecified)	-1.0%	-16	2%	0	-6%	10	6	3%	-2%	11%	-6%
CC(C)C[C@H](NC(=O)Nc1ccc(S(N)(=O)=O)cc1)C(=O)O	-1.7%	7	19%	0	0%	1	-10	1%	4%	-6%	3%
O=C1CC(NS(=O)(=O)c2cccnc2)CN1c1ccc(F)cc1 (stereo unspecified)	-0.8%	0	x	x	x	1	-16	1%	-1%	7%	u
CCN(CC)C(=O)[C@H]1C[C@H](CC(=O)NC/C=C(\C)CCC=C(C)C)C(=O)N2CCc3c([nH]c4cc(-c5ccco5)ccc34)[C@]12C	0.4%	-8	x	x	x	-1	1	u	-10%	-4%	-6%
COC(=O)C1=C(C)N(Cc2ccccc2)C(=O)/C1=C\c1ccco1	7.3%	4	19%	2	-1%	13	u	-3%	-3%	-1%	u
O=C(Nc1nc2c(s1)CCc1ccccc1-2)c1ccco1	0.7%	0	-1%	-14	0%	-6	11	-3%	7%	-5%	u
Cc1nc2ccc(S(=O)(=O)NCC(=O)N3CCC(C)CC3)cc2s1	0.5%	-2	12%	3	1%	-2	-2	-6%	2%	8%	0%
